DUSP3 inh: blocks human VHR1 dual specificity phosphatase. P51452. recombinant VHR phosphatase, pNPP absorbance. inhibition, % at 13.3 µM. actives 0.52% (n = 290,000). AID 1654; in the data active means inhibition above about 50%; further: some compounds called inactive have numbers as strong as hits
Target sequence (P51452 whole entry, looked up): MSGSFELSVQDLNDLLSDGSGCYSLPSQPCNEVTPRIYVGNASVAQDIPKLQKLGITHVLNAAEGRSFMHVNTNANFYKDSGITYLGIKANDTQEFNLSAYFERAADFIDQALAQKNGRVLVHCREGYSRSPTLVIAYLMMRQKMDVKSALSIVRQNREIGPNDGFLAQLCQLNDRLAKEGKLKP
MazF activator: activators of E. coli MazEF toxin-antitoxin RNase | P0AE70 | FAM/BHQ RNA-DNA oligo cleavage fluorescence, 5 h | activation, % at 20 µM | actives 0.32% (n = 350,000) | AID 504720; in the data active means activation above about 50%
Anthrax LF inh2: inhibitors of Bacillus anthracis lethal factor protease; actives 0.12% (n = 360,000); inhibition, % at 10 µM; P15917; multiplex microsphere protease cleavage assay, LF; further: plate controls were buffer without enzyme for full effect and enzyme alone for no effect
Target sequence (P15917 whole entry, looked up): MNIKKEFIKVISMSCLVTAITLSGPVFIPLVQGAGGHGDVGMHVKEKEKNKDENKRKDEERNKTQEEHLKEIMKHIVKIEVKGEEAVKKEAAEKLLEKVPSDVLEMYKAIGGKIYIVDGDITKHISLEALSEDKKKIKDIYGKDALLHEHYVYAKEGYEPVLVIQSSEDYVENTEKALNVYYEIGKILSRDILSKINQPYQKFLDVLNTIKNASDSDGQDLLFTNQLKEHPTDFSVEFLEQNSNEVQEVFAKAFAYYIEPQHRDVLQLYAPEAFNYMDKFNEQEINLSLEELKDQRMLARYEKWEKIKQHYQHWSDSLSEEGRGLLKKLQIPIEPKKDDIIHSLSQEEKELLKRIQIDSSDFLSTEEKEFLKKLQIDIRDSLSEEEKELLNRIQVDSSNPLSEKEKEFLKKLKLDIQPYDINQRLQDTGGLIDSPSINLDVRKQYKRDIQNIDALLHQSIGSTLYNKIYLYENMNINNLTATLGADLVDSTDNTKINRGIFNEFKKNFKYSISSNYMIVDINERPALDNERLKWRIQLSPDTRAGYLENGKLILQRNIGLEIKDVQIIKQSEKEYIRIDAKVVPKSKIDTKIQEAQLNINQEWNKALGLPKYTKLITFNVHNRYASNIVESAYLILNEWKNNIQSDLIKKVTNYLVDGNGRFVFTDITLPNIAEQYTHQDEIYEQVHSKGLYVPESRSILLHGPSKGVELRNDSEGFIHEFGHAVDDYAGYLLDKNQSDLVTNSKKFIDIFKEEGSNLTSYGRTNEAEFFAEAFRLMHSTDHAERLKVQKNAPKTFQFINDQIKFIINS
PriA SSB inh: blocks PriA binding to SSB C-terminal tail | inhibition, % at 33 µM | AlphaScreen SSBct-PriA binding, biotinylated peptide | actives 0.6% (n = 430,000); in the data active means inhibition mostly above about 37%, no sharp cut-off; inactive means mostly below about 20%;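 further: plate controls were negative control peptide for no effect and reference peptide for full effect; strong numbers were not always called active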
CCHFV vOTU inh: CCHFV vOTU protease inhibition; actives 0.55% (n = 370,000); inhibition, % at 11.5 µM; Pep-AMC fluorescence; in the data active means inhibition above about 30%; further: 0% = vehicle wells with enzyme and 100% = no enzyme wells
Rv3671c inh: Rv3671c (M. tuberculosis) protease inhibition; P9WHR9; actives 0.048% (n = 320,000); inhibition, % at 5.96 µM; AID 2606; in the data active means inhibition above about 38%;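 further: extracellular domain of Rv3671c used as enzyme; 0% = enzyme with DMSO and 100% = no enzyme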
PrPC TRFRET: cell surface PrPC inhibition, primary TR-FRET screen; P04156; TR-FRET read-out; actives 0.43% (n = 370,000); inhibition, % at 13.8 µM; in the data active means inhibition above about 24%; further: 0% = median of the test wells and 100% = reference compound wells
3CLpro inhibitor: SARS-CoV 3CLpro protease inhibition; AID 1706; P0C6X7; recombinant SARS-CoV 3CLpro, quenched FRET peptide cleavage; inhibition, % at 6 µM; actives 0.14% (n = 290,000); in the data active means inhibition above about 12%
BoNT-F LC inh: blocks Botulinum neurotoxin F light chain protease; Multiplex microsphere protease cleavage assay, flow cytometry; inhibition, % at 10 µM; actives 0.22% (n = 360,000); AID 588497; in the data active means inhibition above about 35%, passing the limit was not always enough; inconclusive means no clear call, values can overlap the other calls; further: plate controls were buffer without enzyme for full effect and enzyme alone for no effect
BoNT A protease: blocks Botulinum neurotoxin A light chain protease. multiplex microsphere protease substrate cleavage, flow cytometry. inhibition, % at 10 µM. actives 0.17% (n = 360,000); further: plate controls were buffer without enzyme for full effect and enzyme alone for no effect
* = called active by the depositor; u = inconclusive; x = not tested or not shown; & = joins results of further samples. Unless noted, no stated cut-off is given here; in the data, active means inhibition above about 30%; inconclusive means no clear call, values can overlap the other calls; inactive means below that. Only part of the results is shown. The share of hits here may be higher or lower than overall.

Below each compound – DUSP3 inh | MazF activator | Anthrax LF inh2 | PriA SSB inh | CCHFV vOTU inh | Rv3671c inh | PrPC TRFRET | 3CLpro inhibitor | BoNT-F LC inh | BoNT A protease
- O=C1NC[C@H](CCCCN2C[C@H](Cc3ccccc3)N(CC3CCCCC3)C(=O)C2=O)N(CC2CCCCC2)C1=O
→ x | x | -4 | x | 19 | x | 8 | x | -5 | 0.1
- O=C(CSc1nnc(-c2ccccc2Br)o1)N1CCc2ccccc2C1
→ 6 | -2 | -3 | -10 | 7 | -6 | 5 | 0 | -6 | 0.4
- COc1cccc2c1C(=O)c1c(O)c3c(c(O)c1C2=O)CC(O)(C(C)=O)CC3OC1CC(O)C(O)C(C)O1 (centres undefined)
→ x | -237 | -2 | 22 | 4 | x | -50 | x | -5 | -0.9
- Cc1cccc(C)c1NC(=O)COC(=O)[C@@H]1CCCN1C(=O)c1cccs1
→ x | 3 | -8 | -9 | 18 | -2 | 4 | x | -8 | -0.6
- O=C(O)CCCn1cc(NC(=O)c2ccco2)cn1
→ 34 | -12 | -2 | 5 | 5 | -7 | 6 | 6 | 2 | -0.3
- CC(=O)c1cccc(NC(=O)c2cc(=O)[nH]c3ccccc23)c1
→ 17 | 3 | -5 | 2 | 10 | -7 | 3 | 2 | 5 | -1.1
- c1ccc(OC2CCCCC2N2CCOCC2)cc1 (centres undefined)
→ x | 6 | 0 | x | -8 | x | -6 | x | -2 | -0.1
- CCOc1ccc(NN=C(C(=O)OC)C(=O)OC)c([N+](=O)[O-])c1
→ 22 | 5 | -2 | -2 | -13 | 0 | -5 | -6 | u | -1.0
- CC(=O)c1ccc(OCC(O)CN2CCN(CCO)CC2)cc1 (centres undefined)
→ 11 | -5 | 1 | -8 | -9 | 8 | 6 | -2 | 9 | 0.2
- CCc1ccc(NC(=O)CSc2ccc(-c3ccccn3)nn2)cc1
→ -13 | -9 | -2 | 5 | 21 | 11 | -1 | 3 | -6 | -1.4
- Cc1ccc(CC(=O)Nc2ccc(S(=O)(=O)N3CCOCC3)cc2)cc1C
→ x | 4 | x | 5 | -2 | 1 | 10 | x | x | x
- Clc1ccc(-c2nnc(-c3ccccc3)nc2-c2c[nH]c3ccccc23)cc1
→ 10 | 16 | 8 | -6 | -10 | -8 | 8 | 0 | 2 | 0.0
- CC(=O)N1C(C)(C)CC(=NOC(=O)c2ccccc2)CC1(C)C
→ 17 | 7 | -2 | -5 | 15 | 0 | 6 | -1 | 2 | -1.1
- CCc1n[nH]c(=S)n1/N=C/c1ccc(-c2ccc(Br)cc2)o1
→ x | -7 | -12 | x | -7 | -2 | -4 | x | 16 | 0.3
- CCCOc1ccc(NC(=O)OC2CCN(C)CC2)cc1
→ -8 | 3 | -1 | 1 | -15 | 13 | -4 | 0 | 17 | 1.1
- CCN1CCN(C(=O)C(C)Oc2ccc(S(=O)(=O)N3CCCC3)cc2C(N)=O)CC1 (centres undefined)
→ x | 4 | -1 | -7 | 12 | -7 | 2 | x | -1 | 0.1
- COc1ccc2[nH]c3c(c2c1)CCN1C(=O)C(CC(=O)NCCCn2ccnc2)C[C@H](C(=O)N2CCOCC2)[C@@]31CCC1CCCC1 (some centres undefined)
→ x | 3 | -2 | 2 | -10 | x | -10 | x | 0 | 0.1
- C[C@H](NC(=O)CC[C@H]1O[C@@H](n2ccc(=O)[nH]c2=O)[C@H](O)[C@@H]1O)c1cccc2ccccc12
→ x | x | -1 | x | 1 | x | -5 | x | -9 | 0.0
- O=C(CCNC(=O)c1ccccc1Cl)Nc1ccc(Cl)c(C(F)(F)F)c1
→ 2 | -6 | -1 | 18 | 16 | 1 | 6 | 1 | -1 | -0.7
- COc1ccc(C(=O)c2nc3ccccc3n2C(C)C)cc1
→ -13 | 2 | 0 | -23 | 10 | -3 | 3 | 2 | -2 | -0.1
- NC(=O)COC(=O)c1ccc(C(=O)C(=O)c2ccccc2)cc1
→ -3 | -21 | -8 | -8 | -9 | -7 | 4 | 1 | -4 | -0.7
- CN1CCN(C(=O)/C(=C/c2ccccc2F)NC(=O)c2ccccc2)CC1
→ -3 | -1 | 5 | -7 | -2 | -2 | -6 | -4 | -8 | -1.3
- CCC(NC(=O)Nc1nccs1)(C(F)(F)F)C(F)(F)F
→ 41 | 5 | -4 | -2 | 1 | -5 | 1 | 3 | -7 | -0.1
- CCn1cc([C@@H]2C[C@H]3CN(Cc4cccc(Cl)c4)C(=O)[C@]34CCCN24)cn1
→ -28 | -17 | -4 | 0 | 2 | -9 | -5 | -5 | 2 | 0.0
- CC1(NC(=O)NCc2ccco2)CCS(=O)(=O)C1 (centres undefined)
→ 5 | -8 | 0 | -8 | -1 | -10 | 1 | 3 | -5 | -0.5
- COc1ccc(OC)c(C(=O)NC(CC(N)=O)c2ccc(N3CCN(c4ccc(F)cc4)CC3)c([N+](=O)[O-])c2)c1 (centres undefined)
→ -14 | -4 | -8 | x | -1 | -2 | -6 | -4 | -3 | -0.1
- CCOc1ccc(NC(=O)CN(c2ccc(OC)c(OC)c2)S(=O)(=O)c2ccc(C)cc2)cc1
→ -1 | 9 | 3 | 0 | 8 | -4 | 8 | 2 | u | -6.3
- Cc1ccsc1C(=O)N1CCC1(C)C(=O)NCc1cccnc1 (centres undefined)
→ x | x | -11 | x | -1 | x | 6 | x | -3 | -0.5
- C[C@H]1CN([C@@H](C)CO)C(=O)CCCn2cc(nn2)CO[C@@H]1CN(C)S(=O)(=O)c1ccc2ccccc2c1
→ x | 2 | -4 | x | -5 | x | -5 | x | -7 | -0.1
- O=[N+]([O-])c1cc(Cl)cc(/C=N\Nc2ccccn2)c1O
→ 24 | -6 | -1 | x | 2 | 13 | -5 | -4 | -14 | -0.7
- CCn1cc(C(=O)O)c(=O)c2cc(F)c(N3CCN(C(=S)Nc4ccccc4OC)CC3)cc21
→ 13 | 2 | 5 | -13 | -13 | 1 | 4 | -3 | 0 | 0.0
- Cc1cc(C(=O)Nc2ccc(Cl)cc2)c2ccccc2n1
→ 20 | 17 | -2 | 5 | -11 | 5 | -3 | 2 | 2 | 0.7
- CC(=O)Cn1ncc(N2CCOCC2)c(Cl)c1=O
→ 32 | 0 | 11 | 1 | -4 | -10 | -3 | -3 | 30 | -4.6
- CCCCCN1C(=O)/C(=C/c2c(N3CCc4ccccc4C3)nc3ccccn3c2=O)SC1=S
→ x | -9 | -1 | 4 | 1 | -5 | 0 | x | -23 | 25
- Cc1ccnc(-n2c(-c3ccccc3)nc3ccccc3c2=O)c1
→ 3 | 0 | 0 | -6 | 7 | -8 | -1 | 1 | 1 | 3.6
- CC(=O)C1=CCC(c2ccc(F)cc2)N(S(=O)(=O)c2ccc(C)cc2)C1 (centres undefined)
→ x | x | -5&-4 | x | 1&2 | x | -1&3 | x | -10&6 | -1.0&-0.6
- COc1ccc(-c2nc(C#N)c(NCC3CCCO3)o2)cc1OC (centres undefined)
→ 9 | 1 | -2 | 5 | -70 | -8 | 2 | 2 | -2 | -1.1
- CC(C)N(Cc1ccccc1)C(=S)NCCN1CCOCC1
→ 21 | 5 | -6 | -9 | -9 | -3 | 12 | 1 | -12 | -1.2
- Cc1[nH]n(-c2ccccc2)c(=O)c1C=Nc1ccc(S(N)(=O)=O)cc1
→ 16 | 9 | 3 | -3 | -1 | -10 | 4 | 3 | -2 | -0.5
- COc1ccc(OC)c(C(=O)c2coc3ccc(OCC(=O)O)cc23)c1
→ -29 | 10 | -2 | 2 | -8 | -5 | 1 | 4 | 10 | -0.5
- COc1ccc2c(c1)cc(C(=O)N[C@@H](Cc1ccccc1)C(=O)O)n2C
→ -20 | 8 | -12 | 1 | -14 | -6 | -1 | 4 | -3 | -2.5
- Cc1cc(N/N=C/c2ccc([N+](=O)[O-])o2)nc2ccccc12
→ 18 | 12 | -3 | x | 11 | -8 | -12 | -3 | -2 | 0.6
- CCN(CC)S(=O)(=O)c1ccc(N2CCOCC2)c(NS(=O)(=O)c2cccs2)c1
→ x | 2 | 0 | -11 | -4 | -2 | 5 | x | 1 | 0.2
- Nc1[nH]c(C(=O)c2ccccc2)c(-c2ccccc2C(F)(F)F)c1C(=O)NCCc1c[nH]c2ccccc12
→ x | x | -4 | x | 13 | x | 5 | x | -6 | -0.6
- Cc1ccc(S(=O)(=O)NC(=O)NCCc2ccccc2)cc1
→ 29 | 7 | 1 | -11 | -9 | 2 | 7 | 2 | -1 | -0.1
- CC(C)(C)OC(=O)NCCc1nnc(SCC(=O)Nc2ccc(Br)cc2)o1
→ -21 | 3 | -10 | -1 | 7 | -3 | 12 | -3 | u | -0.9
- COc1cccc(C2CC(c3ccccc3Cl)n3nc(N)nc3N2)c1 (centres undefined)
→ 29 | 2 | 0 | -3 | -2 | 4 | 2 | 4 | -8 | -1.4
- O=C(Nc1c(-c2ccccc2)nc2ccc(Cl)cn12)c1cccs1
→ 26 | 4 | -1 | 2 | -4 | -11 | 5 | -1 | -3 | -0.4
- COc1cc(-c2nnc(SCC(=O)c3ccc(C)cc3)o2)cc(OC)c1OC
→ 10 | -2 | -3 | -7 | -15 | -4 | -4 | 4 | -6 | -0.2
- COc1ccc(CN2c3c(Br)cccc3C(=O)CS2(=O)=O)cc1
→ x | -3 | -6 | 3 | x | x | x | x | -9 | 0.0
- COC(=O)c1c(-c2c(Cl)cccc2Cl)noc1C(=O)NNC(=O)N(C)C
→ 35 | -2 | -4 | -4 | -6 | -10 | 4 | 2 | -6 | -1.0
- CCOC(=O)N1CCN(C(=O)c2sc3nc(-c4ccc(F)cc4)cn3c2C)CC1
→ -12 | -2 | -11 | -8 | -4 | -12 | 6 | -7 | -8 | 1.1
- CC1=C(C#N)C(c2cccnc2)C2=C(CC(c3ccc(Cl)cc3)CC2=O)N1 (centres undefined)
→ 28 | -6 | 5 | 3 | -127 | 1 | -9 | 0 | 4 | 0.8
- COc1ccc(OCc2nnc(SCC(N)=O)n2-c2ccccc2OC)cc1
→ 28 | -3 | -3 | -18 | -3 | -1 | -2 | -4 | -4 | 0.6

Taken from the entries so far for reference:
Below each compound – DUSP3 inh | MazF activator | Anthrax LF inh2 | PriA SSB inh | CCHFV vOTU inh | Rv3671c inh | PrPC TRFRET | 3CLpro inhibitor | BoNT-F LC inh | BoNT A protease
- Cc1cc(N/N=C/c2ccc([N+](=O)[O-])o2)nc2ccccc12
→ 18 | 12 | -3 | x | 11 | -8 | -12 | -3 | -2 | 0.6
- CCN(CC)S(=O)(=O)c1ccc(N2CCOCC2)c(NS(=O)(=O)c2cccs2)c1
→ x | 2 | 0 | -11 | -4 | -2 | 5 | x | 1 | 0.2
- Nc1[nH]c(C(=O)c2ccccc2)c(-c2ccccc2C(F)(F)F)c1C(=O)NCCc1c[nH]c2ccccc12
→ x | x | -4 | x | 13 | x | 5 | x | -6 | -0.6
- Cc1ccc(S(=O)(=O)NC(=O)NCCc2ccccc2)cc1
→ 29 | 7 | 1 | -11 | -9 | 2 | 7 | 2 | -1 | -0.1
- CC(C)(C)OC(=O)NCCc1nnc(SCC(=O)Nc2ccc(Br)cc2)o1
→ -21 | 3 | -10 | -1 | 7 | -3 | 12 | -3 | u | -0.9
- COc1cccc(C2CC(c3ccccc3Cl)n3nc(N)nc3N2)c1 (centres undefined)
→ 29 | 2 | 0 | -3 | -2 | 4 | 2 | 4 | -8 | -1.4
- O=C(Nc1c(-c2ccccc2)nc2ccc(Cl)cn12)c1cccs1
→ 26 | 4 | -1 | 2 | -4 | -11 | 5 | -1 | -3 | -0.4
- COc1cc(-c2nnc(SCC(=O)c3ccc(C)cc3)o2)cc(OC)c1OC
→ 10 | -2 | -3 | -7 | -15 | -4 | -4 | 4 | -6 | -0.2
- COc1ccc(CN2c3c(Br)cccc3C(=O)CS2(=O)=O)cc1
→ x | -3 | -6 | 3 | x | x | x | x | -9 | 0.0
